From PubChem BioAssay
MrgX1 allo act – allosterically activates human MrgX1 receptor signaling | MrgX1-HEK293, Fluo-4 calcium flux, FDSS; stronger effect = higher value | B-score at 10 µM | 310,000 tested, 0.63% active | AID 588675;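 active means plate-corrected calcium response at least 3 library SD above typical, normal starting fluorescence, not activating the receptor alone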;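 further: compound read alongside a low EC10 to EC30 dose of BAM8-22 agonist; peak minus trough fluorescence over baseline measured at the second addition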
TMEM16A inh – mouse TMEM16A channel inhibition, primary screen; Q8BHY3; HEK293 TMEM16A/YFP iodide influx fluorescence, ionomycin; normalized B-score (activity score, 25-100; higher = stronger inhibition) at 10 µM; 310,000 tested, 1.2% active; AID 588511;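 active means ratio plate-corrected score three or more library SD toward inhibition, starting fluorescence score within five deviations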;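 further: score derived from kinetic fluorescence span divided by baseline fluorescence per well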
Target sequence (Q8BHY3 whole entry, looked up): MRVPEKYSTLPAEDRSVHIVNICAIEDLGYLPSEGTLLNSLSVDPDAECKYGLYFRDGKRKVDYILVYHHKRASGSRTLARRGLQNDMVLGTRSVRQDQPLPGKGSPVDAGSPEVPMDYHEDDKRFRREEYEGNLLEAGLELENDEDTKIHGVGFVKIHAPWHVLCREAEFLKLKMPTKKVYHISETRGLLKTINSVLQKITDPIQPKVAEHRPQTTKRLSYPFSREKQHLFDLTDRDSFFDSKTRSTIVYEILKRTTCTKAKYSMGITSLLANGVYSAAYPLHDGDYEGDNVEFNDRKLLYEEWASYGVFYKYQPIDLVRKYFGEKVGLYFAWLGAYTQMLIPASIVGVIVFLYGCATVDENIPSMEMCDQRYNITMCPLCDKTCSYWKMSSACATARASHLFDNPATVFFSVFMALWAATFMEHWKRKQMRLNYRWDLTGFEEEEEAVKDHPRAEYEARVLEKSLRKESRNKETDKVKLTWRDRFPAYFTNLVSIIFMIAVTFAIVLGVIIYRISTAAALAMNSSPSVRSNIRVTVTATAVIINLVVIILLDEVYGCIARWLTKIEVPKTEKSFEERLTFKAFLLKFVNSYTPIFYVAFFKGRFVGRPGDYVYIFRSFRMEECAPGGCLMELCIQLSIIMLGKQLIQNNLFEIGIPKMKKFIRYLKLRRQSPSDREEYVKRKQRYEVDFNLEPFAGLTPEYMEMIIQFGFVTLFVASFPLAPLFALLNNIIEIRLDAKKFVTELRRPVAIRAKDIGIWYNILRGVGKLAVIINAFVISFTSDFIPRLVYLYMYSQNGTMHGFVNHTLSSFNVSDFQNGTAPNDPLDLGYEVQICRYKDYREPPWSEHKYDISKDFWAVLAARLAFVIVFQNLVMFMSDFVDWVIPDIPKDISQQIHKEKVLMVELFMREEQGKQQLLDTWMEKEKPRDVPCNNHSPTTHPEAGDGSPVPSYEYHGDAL
ANO1 activ – mouse TMEM16A channel activation, primary screen. B-score at 10 µM. AID 623877. HEK293 TMEM16A/YFP-H148Q/I152L, iodide quench fluorescence; stronger effect = lower value. Q8BHY3. 340,000 tested, 0.3% active;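 active means fluorescence-ratio B-score plate-corrected deviation score at least 3 library SD below zero, with starting fluorescence score within 5 deviations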;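 further: channel opened by trigger with iodide after compound preincubation; score built on the fluorescence ratio of max minus min over baseline; more negative score means more quench and so TMEM16A activation or potentiation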
TRPC4 inh – TRPC4 (mouse) channel inhibition. HEK293 TRPC4beta/mu-opioid, DAMGO-evoked Fluo4 calcium flux; stronger effect = lower value. B-score at 10 µM. 300,000 tested, 0.39% active. AID 2247;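 active means B-score over 3 SD under the library average, no early fluorescence shift, positive overall ratio signal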
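Assay system: Stable TRPC4beta/mu-opioid receptor HEK293 cells | Reagent: DAMGO in two steps, submaximal then maximal | Compound dosing: Single concentration per test compound | Signal: Fluo4 Ca2+ flux fluorescence | Evaluation: Per-well B score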
TRPC6 inhibitor – blocks the mouse TRPC6 cation channel | Q61143 | HEK293-TRPC6, membrane potential dye, ACh-evoked depolarization; stronger effect = lower value | B-score at 10 µM | 310,000 tested, 1.1% active;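 active means B-score under library mean minus 3 SD, initial fluorescence not abnormally high, positive integrated signal ratio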;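 further: B-score derived from integrated fluorescence ratio over the kinetic read; more negative B-score means stronger inhibition of depolarization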
TRPC4 potent – allosterically enhances the mouse TRPC4 cation channel. Q9QUQ5. B-score at 10 µM. 310,000 tested, 0.42% active. HEK293 TRPC4beta/mu-opioid, DAMGO EC20, Fluo-4 Ca2+ flux; stronger effect = higher value. AID 2227;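 active means B-score of calcium response area above 5 SD of library B-scores, with initial fluorescence ratio within 5 SD of library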;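 further: B-score of integrated fluorescence ratio over time as area under calcium response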
TRPC4 act – activators of mouse TRPC4 channel; HEK293 TRPC4beta/mu-opioid, Fluo4 calcium fluorescence; stronger effect = higher value; B-score at 10 µM; 310,000 tested, 0.49% active;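 active means B-score above 5 SD of library B-scores, and initial fluorescence ratio not above library mean plus 5 SD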;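 further: positive B-score marks a calcium rise read as TRPC4 activation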
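Assay system: HEK293 stable line with TRPC4beta plus mu-opioid receptor; schedule: 45 min room-temperature Fluo4 loading, 110 s read; technique: kinetic Fluo4 calcium fluorescence; evaluation: integrated baseline-normalised fluorescence ratio, converted to per-well B score; controls: buffer (low) and maximal DAMGO (high)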
TRPC6 act – activators of mouse TRPC6 channel. Q61143. HEK293-TRPC6 membrane potential dye fluorescence; stronger effect = higher value. B-score at 10 µM. 310,000 tested, 0.13% active. AID 2550;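 active means B-score of the integrated fluorescence ratio above library mean plus 3 SD, and starting fluorescence ratio within library mean plus 5 SD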;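 further: higher score means more depolarization so channel activation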
MrgX1 agonist – agonists of human MrgX1 receptor | Q96LB2 | MrgX1-HEK293 cells, Fluo-4 calcium fluorescence, agonist mode; stronger effect = higher value | B-score at 10 µM | 310,000 tested, 0.44% active | AID 588627;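 active means calcium response B-score plate-corrected fluorescence ratio at least 3 library SD, with starting fluorescence B-score inside 5 SD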
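Test system: HEK293 cells stably expressing human MrgX1 receptor; amount: 15,000 cells per well; doses: compound delivered in addition one of three; times: overnight plating before 1 h dye loading; detection: Fluo-4 NW calcium-flux fluorescence, kinetic read; read-out basis: B-scored fluorescence response ratio; controls: positive and negative controls per plate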
SKKanGAS inh – blocks kanamycin growth of S. pyogenes SKKanGAS strain | inhibition, % at 7.5 µM | BacTiter-Glo, 6 h | AID 1662 | 300,000 tested, 1.3% active;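 active means mean replicate score, as percent of positive control median, at least 50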;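 further: strain carries kanamycin resistance gene driven by streptokinase promoter and grows in 40 µg/ml kanamycin; loss of luminescence reflects streptokinase promoter inhibition or plain growth inhibition; 0% = median of DMSO wells and 100% = positive control at its reference dose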
MrgX1 antag – antagonists of human MrgX1 receptor; Q96LB2; MRGX1-HEK293 calcium flux, Fluo-4, BAM8-22 antagonism; stronger effect = lower value; 310,000 tested, 1.3% active; B-score at 10 µM;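 active means calcium-response B-score plate-corrected more than 3 library SD below zero, starting fluorescence within 5 deviations, no agonist response on first addition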;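 further: peak minus trough fluorescence over baseline after final BAM8-22 challenge near maximal dose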
* hit, by the source's call; i = inactive; . = no result given.

smiles	MrgX1 allo act	TMEM16A inh	ANO1 activ	TRPC4 inh	TRPC6 inhibitor	TRPC4 potent	TRPC4 act	TRPC6 act	MrgX1 agonist	SKKanGAS inh	MrgX1 antag
Cc1c(CCC(=O)NCCCCCC(=O)O)c(=O)oc2c(C)c3oc4c(c3cc12)CCCC4	i	i	i	i	i	i	i	i	i	17	i
COCC(C)n1c(COc2ccccc2F)nnc1SCC(=O)c1c(N)n(C)c(=O)n(C)c1=O (centres undefined)	i	i	i	i	i	i	i	i	i	-3	i
Cc1nn(Cc2ccc(F)cc2)c(C)c1NC(=O)c1nn(C)cc1Cl	i	i	i	i	i	i	i	i	i	0	i
CC1CCCCC1NC(=O)CCCCCn1c(=S)[nH]c2ccccc2c1=O (centres undefined)	i	i	i	i	i	i	i	i	i	5	i
Cc1ccc(/C=N/NC(=O)Cn2cnc3ccccc32)o1	i	i	i	i	i	i	i	i	i	-4	i
O=C1CC(Sc2ncccc2C(=O)O)C(=O)N1 (centres undefined)	i	i	i	i	i	i	i	i	i	-2	i
COc1ccc(C(=O)NC(C)CCn2cccn2)cc1OC1CCN(C(C)C)CC1 (centres undefined)	i	i	i	i	i	i	i	i	i	4	i
CC(=O)Nc1nc(C)c(-c2csc(Nc3cccc(C(C)=O)c3)n2)s1	i	i	i	i	i	i	i	i	i	34	i
O=C(OCc1cc(-c2ccccc2)no1)c1ccc2ccccc2n1	i	i	i	i	i	i	i	i	i	-7	i
CC(Oc1ccccc1)C(=O)Nc1nnc(S(=O)(=O)N2CCCCCC2)s1 (centres undefined)	i	i	i	i	i	i	i	i	i	7	i
COc1ccc(-c2nnn(CCC(=O)O)n2)cc1	i	i	i	i	i	i	i	i	i	2	i
O=C(CN1CCC(c2nc3ccccc3[nH]2)CC1)Nc1ccc2c(c1)OCO2	i	100*	i	.	.	.	.	.	i	.	i
COc1cc(C2C(S(=O)(=O)c3ccccc3)CON2C)ccc1OCc1ccc(F)cc1 (centres undefined)	i	i	.	i	i	i	i	i	i	8	i
Cc1cc(C)n2nc(C(=O)Nc3ccc4c(c3)OCO4)nc2n1	i	i	i	i	i	i	i	i	i	0	i
COCCC(=O)N1CCC(Oc2ccc(C(=O)NCc3nccn3C)cc2)CC1	i	i	i	i	i	i	i	i	i	-2	i
CCOC(=O)c1nnn2c1nc(N1CCN(C)CC1)c1ccccc12	i	i	i	i	-8.4*	i	i	i	i	-3	i
COc1cc2c(cc1OC)CN(CC(=O)NC(=O)NCc1ccccc1)CC2	i	i	i	i	i	i	i	i	i	12	i
NNC(=O)C(Cc1c[nH]c2ccccc12)NC(=O)c1ccccc1 (centres undefined)	i	i	i	i	i	i	i	i	i	3	i
CCOC(=O)C1CCN(Cc2nnnn2CCc2ccccc2)CC1	i	i	i	i	i	i	i	i	i	-2	i
O=C1CCCN1c1ccc(S(=O)(=O)N2CCCCC2)cc1	i	i	i	i	i	i	i	i	i	0	i
CCNc1nc(OC)nc(N2CCC(Cc3ccccc3)CC2)n1	i	i	i	i	i	i	i	i	i	5	i
Cc1c(NC(=O)C(C)OC(=O)C23CC4CC(CC(Br)(C4)C2)C3)c(=O)n(-c2ccccc2)n1C (centres undefined)	i	i	i	i	i	i	i	i	i	-2	i
Cc1cc(-n2c(C)cc(C(=O)CN3C(=O)NC4(CCCCC4)C3=O)c2C)no1	i	i	i	i	i	i	i	i	i	7	i
Cc1cccc(-n2c(O)c(C=Nc3cc(O)ccc3C)c3ccccc3c2=O)n1	i	i	i	i	i	i	i	i	i	18	i
CC1(C)CC(=O)C=C(NNC(=O)c2cccnc2)C1	i	i	i	i	i	i	i	i	i	3	i
CC1CN(CCOc2ccc([N+](=O)[O-])cc2)CC(C)O1 (centres undefined)	i	i	i	i	i	i	i	i	i	-7	i
O=C1CC[C@H](O)CCN1[C@H](CSc1ccccc1)Cc1ccccc1	i	i	i	i	i	i	i	i	i	1	i
CC(C)(C(=O)N[C@H](CO)c1ccccc1)C(=O)N[C@H](CO)c1ccccc1	i	i	i	i	i	i	i	i	i	-3	i
O=C(CSc1nnc(NC(=O)C2CC(=O)N(c3ccccc3)C2)s1)NC1CCCC1 (centres undefined)	i	i	i	i	i	i	i	i	i	4	i
CC(C)c1ccc(/C=C2\SC(N3CCOCC3)=NC2=O)cc1	i	i	i	i	i	i	i	i	i	6	i
COc1ccc(-c2nc(N)n(C(C)=O)n2)cc1	i	i	i	i	i	i	i	i	i	0	i
Cc1ccc(-c2sc(-c3ccccc3)nc2CC(=O)Nc2ccccc2F)cc1	i	i	i	i	i	i	i	i	i	-2	i
CCOC(=O)c1c(C)n(C)c2c(C)cc(O)c(OC(C)=O)c12	i	i	i	i	i	i	i	i	i	-3	i
COc1ccc(C)cc1-n1nnnc1SCC(=O)Nc1cccnc1Cl	i	i	i	i	i	i	i	i	i	9	-5.9*
Cc1c(NC(N)=O)c(=O)n(-c2ccccc2)n1C	i	i	i	i	i	i	i	i	i	3	i
Cc1cc(C)nc(Nc2nc(=O)c3ccccc3s2)n1	i	i	i	i	i	55*	i	i	i	-3	i
CCN(CC)c1ccc(NC(=O)Cn2nnc(-c3cccc(OC)c3OC)n2)c(C)c1	i	i	i	i	i	i	i	i	i	-5	i
CCCCNc1c(-c2cccc(-c3cc(C(C)=O)cs3)c2)nc2ccc(C)cn12	i	i	i	i	i	i	i	i	i	53*	i
N#Cc1cccc(NC(=O)CN2CCN(Cc3ccccc3)CC2)c1	i	i	i	i	i	i	i	i	i	-15	i
COc1cc2nc(SCC(=O)NCc3ccco3)n(Cc3ccc(Cl)cc3)c(=O)c2cc1OC	i	i	i	i	i	i	i	i	i	0	i
COc1ccc(/C(O)=C2/C(=O)C(=O)N(CCN3CCNCC3)C2c2cccc([N+](=O)[O-])c2)cc1 (centres undefined)	i	i	i	i	i	i	i	i	i	-1	i
COc1ccc(/C=N/c2oc(C)c(C)c2C#N)c(OC)c1	i	i	i	i	i	i	i	i	i	-13	i
Cc1ccc(C)c(NC(=O)c2ccccc2C(=O)c2ccccc2)c1	i	i	.	i	i	i	i	i	i	8	i
Cc1ccc(OCC(=O)NC(=S)Nc2ccc3c4c(cccc24)CC3)cc1	i	i	i	i	i	i	i	i	i	4	i
Cc1nnc(NC(=O)CSc2ccc(-c3ccccn3)nn2)s1	i	i	.	i	i	i	i	i	i	-1	i
CCC(=O)NC(=S)NNC(=O)c1ccccc1[N+](=O)[O-]	i	i	i	i	i	i	i	i	i	-1	i
COc1ccc(C(=O)Nc2ccc(S(=O)(=O)N3CCCCC3C)cc2)c(OC)c1OC (centres undefined)	i	i	i	i	i	i	i	i	i	4	i
C=CCn1c(N/N=C/c2ccc(O)cc2)nc2ccccc2c1=O	i	i	i	i	i	i	i	i	i	5	i
Cc1nc(SC2CC(=O)N(c3cc(Cl)cc(Cl)c3)C2=O)nc2c1CCCC2 (centres undefined)	i	i	.	i	i	i	i	i	i	20	i
Cc1cccc(C)c1NC(=O)C1CCCNC1 (centres undefined)	i	i	i	i	i	i	i	i	i	1	i
O=C(CCc1ccccc1)c1ccc2c(c1)OCCCO2	i	i	i	i	i	i	i	i	i	-8	i
CCc1noc(N)c1C(=O)Nc1ccc(Cl)cc1	i	i	i	i	i	i	i	i	i	-1	i
Cc1ncc(CO)c(/C=N/NC(=S)Nc2cccc(Cl)c2)c1O	i	i	i	i	i	i	i	i	i	-8	i
CC1CN(S(=O)(=O)c2cccc(C(=O)NCCC3=CCCCC3)c2)CC(C)O1 (centres undefined)	i	i	i	i	i	i	i	i	i	5	i
COc1ccc(S(=O)(=O)N2CCCCCC2)cc1N	i	i	i	i	i	i	i	i	i	1	i
COc1ccccc1N(C)S(=O)(=O)c1ccc(Cl)c(C(=O)NCC2(N(C)C)CCCCC2)c1	i	i	i	i	i	i	i	i	i	2	i

The list goes on:
smiles	MrgX1 allo act	TMEM16A inh	ANO1 activ	TRPC4 inh	TRPC6 inhibitor	TRPC4 potent	TRPC4 act	TRPC6 act	MrgX1 agonist	SKKanGAS inh	MrgX1 antag
Cc1nn(CC(=O)Nc2nnc(C(C)C)s2)c(=O)c2ccccc12	i	i	i	i	i	i	i	i	i	-15	i
COc1ccc(-n2nnnc2SCC(=O)Nc2cccc(O)c2)cc1	i	i	i	i	i	i	i	i	i	-7	i
O=C(NCN1C(=O)C2C3C=CC(C3)C2C1=O)Nc1nccs1 (centres undefined)	i	i	i	i	i	i	i	i	i	-3	i
N#Cc1c(Cl)nc(-c2ccncc2)nc1-c1ccccc1	i	i	i	i	i	i	i	i	i	2	i
CCC(=O)N1CCCc2cc(S(=O)(=O)N3CCN(c4ncccn4)CC3)ccc21	i	i	i	i	i	i	i	i	i	-3	i
CC(C)(C)Nc1nc2ccc([N+](=O)[O-])cc2o1	i	i	i	i	i	i	i	i	i	-3	i
CCOC(=O)c1cc(-c2cccs2)nc2onc(C)c12	i	i	i	i	i	i	i	i	i	-7	i
Cc1cccn2cc(CCNS(=O)(=O)c3cccc([N+](=O)[O-])c3)nc12	i	i	i	i	i	i	i	i	i	8	i
COc1cc(-c2noc(C)c2/C=C/c2ccc(OC(C)=O)cc2)cc(OC)c1OC	i	i	i	.	i	i	i	i	i	10	i
CCOC(=O)C1(Cc2ccccc2)CCN(Cc2ccc3cc(NC(C)=O)ccc3n2)CC1	i	i	i	i	i	i	i	i	i	-3	i
CSc1nc2ccc(S(N)(=O)=O)cc2s1	i	i	i	i	i	i	i	i	i	4	i
CCC(C)(C)NC(=O)C1CCN(c2nc(OC)nc(OC)n2)CC1	i	i	i	i	i	i	i	i	i	3	i
O=C(/C=C/N1CCN(Cc2ccccc2)CC1)C(F)(F)F	i	i	i	i	i	i	i	i	i	-12	i
